From PubChem
Pf apPOL block: Pf-apPOL DNA polymerase inhibition; 210,000 compounds, 0.25% hits; inhibition, % at 10 µM; Recombinant Pf-apPOL, molecular beacon fluorescence, 1.5 h
mHTT-CaM PPI inh: disrupts binding of mutant huntingtin to calmodulin; P42858; AlphaScreen His-mHTT/GST-CaM binding, luminescence; inhibition, % at 15 µM; 190,000 compounds, 3.6% hits;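 note: 0% = both proteins with DMSO and 100% = one protein alone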
Active calls of the source: *; / = not tested or not shown; & = joins results of further samples. Cut-off read from the data, not from the text of the source: active = inhibition above about 50%; inactive = the rest.

Start of the data: the first 5 records as a preview:
SMILES | Pf apPOL block | mHTT-CaM PPI inh
O=C(Nc1cc(F)ccc1F)c1oc(=O)c2ccccc2c1-c1ccccc1 | -5 | -6
O=C(CSc1ncnc2c1nnn2Cc1ccc(F)cc1)N1CCCC1 | -4 | -18
N#CCSc1nc2c(sc3ccccc32)c(=O)n1-c1ccccc1 | 2 | 5
Cn1cc2c3c(cccc31)CN(C(=O)Nc1ccc(F)cc1F)CC2 | -4 | -2
FC(F)(F)c1cnc(NCc2cccnc2)c(Cl)c1 | -9 | /

The listing, from the start:
SMILES | Pf apPOL block | mHTT-CaM PPI inh
O=C(Nc1cc(F)ccc1F)c1oc(=O)c2ccccc2c1-c1ccccc1 | -5 | -6
O=C(CSc1ncnc2c1nnn2Cc1ccc(F)cc1)N1CCCC1 | -4 | -18
N#CCSc1nc2c(sc3ccccc32)c(=O)n1-c1ccccc1 | 2 | 5
Cn1cc2c3c(cccc31)CN(C(=O)Nc1ccc(F)cc1F)CC2 | -4 | -2
FC(F)(F)c1cnc(NCc2cccnc2)c(Cl)c1 | -9 | /
CCc1ccccc1NC(=O)NCCNc1cc(-n2nc(C)cc2C)nc(C)n1 | 0 | -6
COc1ccc(C(F)(F)F)cc1NC(=O)c1ccc(-n2ccnc2C)nn1 | 2 | -4
Cc1nn(CC(=O)Nc2c(C)n(C)n(-c3ccccc3)c2=O)c(C)c1[N+](=O)[O-] | -2 | -2
CCc1ccccc1NC(=O)N1CCC2(CC1)SCC(=O)N2CCOC | -3 | -12
Cn1nc(-c2nc(Cc3ccccc3)no2)c2c1CCN(C(=O)Nc1ccc(F)cc1)C2 | -2 | 32
CC1CCN(C(=O)c2cnn3ccc(C4CCN(C(=O)c5ccccc5F)CC4)cc23)CC1 | -6 | 12
Cn1cccc1C(=O)N1CCCC(COc2ccc(C(=O)N3CCCC3)cc2)C1 (stereo not drawn) | 1 | 21
N#CC1=C(N)OC(c2ccccc2)=C(n2cnc([N+](=O)[O-])c2)C1c1cccnc1 (stereo not drawn) | -2 | -1
CCn1c2ccccc2c2nnc(SC)nc21 | -1 | -4
CCOc1ccc(CCNC(=O)c2cc3cc(Br)ccc3oc2=O)cc1OCC | 4 | 5
Cc1cc(NC(=O)CSc2nc3ccccc3o2)no1 | -4 | -1
C=CCc1cc(Cl)ccc1OCCOCCn1ccnc1 | 1 | 5
Cc1cc(C)cc(N2CCC(NC(=O)c3sccc3C)C2=O)c1 (stereo not drawn) | 0 | -8
CN1c2cc(Cl)ccc2C(=O)NC12CCN(C(=O)NCc1cccc(F)c1)CC2 | 0 | 1
CCCN1CCOC(CC(=O)Nc2ccc(Br)cc2Br)C1=O (stereo not drawn) | -6 | 1
COc1cccc(N2CC(NC(=O)Nc3nc4ccccc4s3)CC2=O)c1 (stereo not drawn) | 2 | 6
Cc1ccc(N2CC(c3nnc(NC(=O)CCc4ccccc4)o3)CC2=O)cc1 (stereo not drawn) | 0 | 0
COc1ccc(Cl)cc1NC(=O)CCN1C(=O)c2ccncc2C1=O | -1 | 3
CC(NC(=O)c1nnn(-c2ccccc2)c1N)c1ccccc1 (stereo not drawn) | -2 | 0
Cc1c(Br)c([N+](=O)[O-])nn1CC(=O)Nc1sc2c(c1C#N)CCC(C)C2 (stereo not drawn) | 5 | 7

One compound at a time (already shown). Order of screens: Pf apPOL block, mHTT-CaM PPI inh
Cc1cc(C)cc(N2CCC(NC(=O)c3sccc3C)C2=O)c1 (stereo not drawn) is entered as 0, -8
Cn1cc2c3c(cccc31)CN(C(=O)Nc1ccc(F)cc1F)CC2 is entered as -4, -2
O=C(CSc1ncnc2c1nnn2Cc1ccc(F)cc1)N1CCCC1 is entered as -4, -18
CCn1c2ccccc2c2nnc(SC)nc21 is entered as -1, -4

(cont.)
SMILES | Pf apPOL block | mHTT-CaM PPI inh
O=C(Nc1ccc(-c2nc3ncccc3o2)cc1)c1ccc2c(c1)OCCO2 | -4 | 1
C=CCNC(=O)c1nc(N2CCCCC2)c2c(C)c(C)n(-c3ccccc3)c2n1 | -5 | 89*
CCOc1ccccc1C(=O)N1CCN(c2nc(CN3CCC(C)CC3)cs2)CC1 | 2 | 7
COc1ccc2c(c1)N1CCN(c3ccc(F)cc3)CC1C(C(=O)NCC1CC1)C2 (stereo not drawn) | -3 | 19
Cc1ccc2c(c1)N(CC(=O)N1CCC3(CC1)OCCO3)C(=O)CO2 | 4 | 0
Cc1ccccc1CNC(=O)C1(c2ccc(NS(C)(=O)=O)cc2)CCCCC1 | -2 | 4
Cc1cccc(NC(=O)Cn2nc3c(cc2=O)CCCC3)c1 | 3 | -4
O=C(NC1CCN(Cc2ccccc2)CC1)c1sc2ccccc2c1Cl | -2 | 3
COc1cc2c(cc1NC(=O)c1ccoc1C)oc1ccccc12 | -1 | -6
CN1C(=O)C(=O)C(=C(O)c2ccc(Cl)cc2)C1c1ccccc1 (stereo not drawn) | 3 | -9
CC(C)(C)C(O)CCNC(=O)CSc1ccc(F)cc1 (stereo not drawn) | 3 | -1
CC(C)S(=O)(=O)N1CC(CN(C)C)C2(CCOCC2)C1 (stereo not drawn) | -2 | -3
NC(=O)c1ccc(-c2nnc(-c3ccccc3)o2)cc1 | 2 | 0
O=C(NCc1ccco1)c1cc(-c2ccc(Cl)s2)nc2ccccc12 | 6 | 41
O=C(NCc1cccnc1)/C(=C\c1ccc(Br)cc1)S(=O)(=O)c1ccccc1 | 1 | -4
O=C(Nc1cc(C(F)(F)F)ccc1Cl)c1ccc(S(=O)(=O)N2CCCCC2)cc1 | 0 | -29
COc1cc(NC(=O)CSc2nnc3[nH]c4cc(C)cc(C)c4c3n2)cc(OC)c1OC | -2 | 12
Cc1ccc2c(c1)N(CCC(=O)NCc1ccccn1)C(=O)C(C)O2 (stereo not drawn) | 6 | 10
COc1ccc(-c2nnc(NC(=O)c3ccc(S(=O)(=O)N4CCC(C)CC4)cc3)o2)cc1 | 0 | 2
O=C(Nc1ccc(Cl)cc1)c1c(O)c2ccccc2[nH]c1=O | -17&-8 | -1
COc1ccc(/C=C2/N=C(c3ccccc3)OC2=O)c(OC)c1 | -3 | 16
O=C1OC(c2ccc(Cl)cc2)=N/C1=C\N1CCOCC1 | 24 | 1
COc1ccc([C@H]2C[C@@H](n3cc(-c4ccc(F)cc4)nn3)[C@H](O)CN2Cc2cccs2)cc1 | 2 | -1
Cc1ccc(OCC(=O)Nc2ccccc2[N+](=O)[O-])c(Br)c1 | 2 | 9
Cn1nc(COCc2ccc(Cl)cc2)c2c1CCN(C(=O)c1ccco1)C2 | -5 | 16

Further compounds
SMILES | Pf apPOL block | mHTT-CaM PPI inh
COc1cc2c(cc1OC)C(COc1ccc3c(C)cc(=O)oc3c1)N(C(=O)C=Cc1ccccc1)CC2 (stereo not drawn) | 0 | 25
COc1ccc(C(=O)N2CC3(C)CC2CC(C)(C)C3)cc1OC (stereo not drawn) | -6 | 7
Cc1cc(NC(=O)c2ccc(Cl)cc2)c(C(C)C)cc1O | 10 | 0
COc1cccc(Cn2cnc3c(-c4ccc(F)cc4)csc3c2=O)c1 | 1 | -1
O=C(C1COc2ccccc2O1)N1CCc2c(nc3cc(-c4ccccc4)[nH]n3c2=O)C1 (stereo not drawn) | 8 | 76*
Cc1ccc(C)c(CNC(=O)CN2CCc3ccccc3C2C(=O)N2CCCCC2)c1 (stereo not drawn) | 3 | 20
Cc1ccc(S(=O)(=O)N2CCC3(CC2)NCCN=C3NCc2ccccc2F)c(C)c1 | 2 | 7
N#CC1=C(SCC(N)=O)NC(=O)CC1c1ccc(Cl)cc1Cl (stereo not drawn) | 0 | 4
Cc1c(C(=O)Nc2ccc(N3CCOCC3)c(Cl)c2)cnn1-c1ccc(F)cc1 | -6 | /
CN(C)c1ccc(-c2nc3n(n2)C(c2ccccc2Cl)C2=C(CCCC2=O)N3)cc1 (stereo not drawn) | 0 | 8
Cc1noc(C2(NC(=O)c3ccc(F)c(Cl)c3)CCCCC2)n1 | -1 | -8
CCC(=O)N1CCc2cc(N3CC(C(=O)Nc4ccc(OC)c(F)c4)CC3=O)ccc21 (stereo not drawn) | 0 | -4
O=C(C1CCCCN1S(=O)(=O)c1ccccc1)N1CCN(Cc2ccccc2)CC1 (stereo not drawn) | -5 | 0
CCOC(=O)c1oc2ccccc2c1NC(=O)c1ccc(S(=O)(=O)N(C)C2CC2)cc1 | -5 | -2
Cc1cccc(-c2nnc(NC(=O)Nc3ccc(F)cc3)s2)c1 | -3 | -8
Cc1c(NC(=O)c2ccc([N+](=O)[O-])cc2Cl)cccc1-c1nc2ccccc2s1 | -4 | 3
CC(C)Oc1cccc(C(=O)Nc2ccc(I)cc2Cl)c1 | -8 | -41
Cc1ccsc1C(=O)N1CCCC1c1nc(-c2cccc(Cl)c2)no1 (stereo not drawn) | 1 | -6
COc1ccc(C(CC(=O)NCC(OC)OC)NS(=O)(=O)c2ccc(Cl)cc2)cc1 (stereo not drawn) | 1 | 6
CCOC(=O)c1c(NC(C)=O)sc(SSc2sc(NC(C)=O)c(C(=O)OCC)c2C)c1C | / | 8
CS(=O)(=O)N(CC(=O)Nc1ccc(C(N)=O)cc1)c1ccc(Cl)cc1 | 0 | 4
COCCNC(=O)C1CCN(c2nnc(-c3ccc(OC)cc3)o2)CC1 | -3 | -3
CCCc1cc2c(=O)c(-c3ccc4c(c3)OCCCO4)coc2cc1OC(=O)c1ccco1 | -4 | -4
O=C(c1ccc(C(F)(F)F)cc1)N1CCC(=O)N([C@H](COCc2ccccc2)Cc2ccccc2)CC1 | -1 | 99*
O=C(c1cc(-c2ccc(F)cc2)on1)N1CCCC1c1cccc(F)c1 (stereo not drawn) | -7 | 1

Next structures
SMILES | Pf apPOL block | mHTT-CaM PPI inh
CCCN1C(=O)CCc2cc(NC(=O)c3sccc3C)ccc21 | -10 | 5
COc1ccccc1NC(=O)Nc1cccc(Cl)c1 | -2 | -19
CC(C)(C)c1ccc(OCC(=O)Nc2ccc(Cl)cn2)cc1 | -28 | -4
Cc1cccc2nnc(N3CCC(C(=O)N4CCN(C)CC4)CC3)n12 | -2 | 6
NS(=O)(=O)c1cccc(-c2ccc(C=O)o2)c1 | 1 | 5
CN(C)c1ccc(C(=O)N2CCC3(CC2)NC(=O)N(Cc2ccccc2Cl)C3=O)cc1 | -3 | 12
CNC(=O)C(=O)Nc1ccccc1Cl | -2&-1 | -17&-10
CCCCSc1nc2c(c(=O)n1-c1ccc(OCC)cc1)SCC2 | -9 | -3
Cc1nnc2ccc(S(=O)(=O)N(Cc3ccccc3)c3cc(F)cc(F)c3)cn12 | 0 | -4
COc1ccc(OC)c(CNC(=O)C2CCCN(c3cnn(C)c(=O)c3)C2)c1 (stereo not drawn) | -4 | 3
CC(C)CCNS(=O)(=O)c1ccc(F)c(C(=O)O)c1F | 34 | 20
Cc1cccc(C(=O)Nc2ccc(-c3nc4ncccc4o3)cc2)c1 | -3 | 10
CC(=O)c1cccc(OCC(=O)N2CCOCC2)c1 | -5 | -2
CC1CCN(S(=O)(=O)N2CCCC(C(=O)NCc3cccnc3)C2)CC1 (stereo not drawn) | -18 | -10
Cc1cccc(NC(=O)N2CCC(n3cnc4c(Cl)cccc4c3=O)CC2)c1 | 0 | 6
CCCC(=O)N1CCN(C(=O)CC2CCN(S(=O)(=O)c3c(C)noc3C)CC2)CC1 | -6 | -5
O=C(Cn1cncc(-c2nc(-c3cccs3)cs2)c1=O)N1CCc2ccccc21 | -1 | -9
CCC(C)NC(=O)C1CCCN(S(=O)(=O)N2CC(C)CC(C)C2)C1 (stereo not drawn) | -14 | -9
CC(=O)Nc1ccc(CSc2ccccc2)cc1C | -5 | 0
O=C(NCc1cccc2ccccc12)NCC1CN(c2ccccc2)C(=O)O1 (stereo not drawn) | 0 | -4
O=C(c1cc(Cl)ccc1Cl)N(CCc1cccs1)C1CC1 | 1 | -26
Cc1ccc(NC(=O)c2cccc(F)c2)c(NC(=O)c2cccc(F)c2)c1 | -7 | -2
CC1CN(c2ccc([N+](=O)[O-])cc2)CCN1S(=O)(=O)c1ccc(Cl)cc1 (stereo not drawn) | -4 | 9
Oc1ccc(CN2CCN(c3ncccn3)CC2)cc1 | -5 | -7
O=C1OC(c2cccc(Br)c2)=N/C1=C\c1cc(Br)cs1 | -9 | 6

Six entries from above, in markdown.
| SMILES | Pf apPOL block | mHTT-CaM PPI inh |
| --- | --- | --- |
| COc1ccc(OC)c(CNC(=O)C2CCCN(c3cnn(C)c(=O)c3)C2)c1 (stereo not drawn) | -4 | 3 |
| CC(C)(C)c1ccc(OCC(=O)Nc2ccc(Cl)cn2)cc1 | -28 | -4 |
| CCCC(=O)N1CCN(C(=O)CC2CCN(S(=O)(=O)c3c(C)noc3C)CC2)CC1 | -6 | -5 |
| Cc1ccc(NC(=O)c2cccc(F)c2)c(NC(=O)c2cccc(F)c2)c1 | -7 | -2 |
| CCCN1C(=O)CCc2cc(NC(=O)c3sccc3C)ccc21 | -10 | 5 |
| NS(=O)(=O)c1cccc(-c2ccc(C=O)o2)c1 | 1 | 5 |

More entries.
SMILES | Pf apPOL block | mHTT-CaM PPI inh
COc1ccc(S(=O)(=O)Oc2ccc3c(c2)OC(=Cc2ccc(OC)c(OC)c2OC)C3=O)cc1 | -8 | -7
COc1cccc(CNC23CC4CC(CC(C4)C2)C3)c1 | -8 | -26
CCCNc1nccn(C(C)C)c1=O | -4 | -2
Cc1cc(C)nc(N=C(N)Nc2ccc(Cl)c(C(F)(F)F)c2)n1 | -5 | -12
N=c1oc2ccccc2cc1C(=O)Nc1cccc(F)c1 | -4 | 1
Cc1ccc(S(C)(=O)=O)s1 | -6 | -9
CC1CCN(C(=O)c2cncc(OC(C)C)c2)CC1 | 1 | -17
